Source: PubChem (several laboratories)
GPR55 beta-arrestin: GPR55 agonists via beta-arrestin recruitment, primary screen, imaging, U2OS cells, beta-arrestin-GFP redistribution (AID 1961); U2OS GPR55 beta-arrestin-GFP redistribution imaging; higher % means a stronger effect; activation, % at 10 µM, or EC50 in µM where a hit was titrated; 0.048% of 290,000 active;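 active means activation above 40% with more than 50 cells counted in the well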;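 further: U2OS osteosarcoma cells stably expressing GPR55 and beta-arrestin-GFP; plate controls were DMSO negative control for no effect and LPI positive control for full effect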
GPR55 antagonists: GPR55 antagonists blocking LPI-driven arrestin recruitment, primary screen, imaging, U2OS, beta-arrestin-GFP, LPI agonist (AID 2013) | 0.13% of 290,000 active | U2OS GPR55 beta-arrestin-GFP translocation imaging, LPI antagonism; higher % means a stronger effect | inhibition, % at 10 µM, or IC50 in µM where a hit was titrated;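 active means spots per cell inhibited over 60%, with over 100 cells counted and total cytoplasm intensity under 500,000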;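 further: U2OS cells stably carrying GPR55 and arrestin-GFP stimulated by 5 µM LPI near EC80; imaged beta-arrestin-GFP aggregate spots per cell after agonist stimulation; plate controls were LPI-stimulated DMSO wells for no effect and DMSO wells without LPI for full effect; some results filed as inactive read as strong as hits; confirmed hits need IC50 under 10 µM and bright autofluorescent wells are also inconclusive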
K1F lysis inhibition: inhibition of K1F phage lysis, E. coli UTI89, bacterial capsule biogenesis inhibitors, alamar blue (AID 488966); inhibition, % at 100 µM; hits with a dose series show IC50 in µM; E. coli UTI89 K1F phage lysis, alamar blue, 2 h; higher % means a stronger effect; 0.02% of 340,000 active;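 active means phage lysis inhibition, versus mean bacterial control, above a set limit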;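 further: capsule biogenesis inhibitors block K1F phage lysis so surviving cells raise fluorescence; higher fluorescence means more inhibition of phage lysis; actives were called in the ten point dose series up to 300 µM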
GPR35 arrestin U2OS: GPR35 antagonists blocking zaprinast-driven arrestin recruitment, primary screen, imaging, U2OS, beta-arrestin-GFP, zaprinast agonist (AID 2058) | U2OS GPR35 beta-arrestin-GFP translocation imaging, zaprinast antagonism; higher % means a stronger effect | one-dose inhibition, % at 10 µM; IC50 in µM for titrated hits | 0.052% of 290,000 active;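 active means inhibition of at least 50% with at least 30 cells and total cytoplasm GFP at most 10,000,000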
HIV peptide binding: inhibitors of HIV fusion peptide binding, primary screen, biochemical, uHTS, fluorescence dequenching (AID 1986); 0.3% of 290,000 active; inhibition, % at 20 µM; hits with a dose series show IC50 in µM; cell-free peptide binding, fluorescence dequenching, 30 min; higher % means a stronger effect; in the data active means inhibition mostly above about 52%, no sharp cut-off; inactive means mostly below about 76%; further: some results filed as inactive read as strong as hits
Siah-1 displacement: Siah-1 peptide-binding antagonists, primary screen, biochemical, fluorescence polarization, rhodamine-plectin, uHTS (AID 1817); displacement, % at 20 µM; hits with a dose series show IC50 in µM; Siah-1 / rhodamine-plectin peptide fluorescence polarization; higher % means a stronger effect; 0.02% of 290,000 active;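 active means displacement of at least 50% at 20 µM, with a fluorescence ratio check between 0.3 and a set limit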;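 further: plate controls were Siah plus tracer with DMSO for no effect and tracer alone without Siah for full effect; strong numbers were not always called active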
NTR1 agonist: NTR1-driven beta-arrestin-GFP spot formation – imaging, U2OS cells, high content, primary screen (AID 493036); P30989; agonist mode; activation, % at 20 µM; 0.17% of 330,000 active;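 active means activation at or above 40% of the spot to cytoplasm intensity ratio, with at least 20 cells analyzed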;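 further: 0% = DMSO without peptide and 100% = 100 nM NTR1 peptide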
Target sequence (P30989 whole entry, looked up): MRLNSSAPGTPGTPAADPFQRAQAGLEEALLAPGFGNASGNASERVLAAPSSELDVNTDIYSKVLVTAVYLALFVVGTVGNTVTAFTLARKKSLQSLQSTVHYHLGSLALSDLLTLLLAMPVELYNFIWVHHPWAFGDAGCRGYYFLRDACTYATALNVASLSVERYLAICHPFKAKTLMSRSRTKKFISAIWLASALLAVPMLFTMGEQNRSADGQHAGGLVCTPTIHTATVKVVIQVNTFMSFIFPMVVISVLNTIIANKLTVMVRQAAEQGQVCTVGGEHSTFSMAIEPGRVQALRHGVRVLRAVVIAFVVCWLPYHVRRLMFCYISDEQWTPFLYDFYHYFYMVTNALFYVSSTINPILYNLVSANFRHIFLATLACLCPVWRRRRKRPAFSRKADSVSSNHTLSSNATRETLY
Dengue-2 NS5 capping: flavivirus cap methylation enzyme inhibition – biochemical, confirmation dose response, primary screen (AID 588689). 0.3% of 340,000 active. inhibition, % at 25 µM, or IC50 in µM where a hit was titrated. Dengue-2 NS5 methyltransferase capping enzyme assay, biochemical; higher % means a stronger effect; in the data active means a potency from the dose series
AID2073: disruptors of CaV2.2 binding to Mint1 – biochemical, HTRF (AID 2073). HTRF protein-protein interaction, Mint1-CaV2.2; higher % means a stronger effect. inhibition, % at 20 µM; hits with a dose series show IC50 in µM. 0.19% of 290,000 active; in the data active means inhibition mostly above about 51%, no sharp cut-off; further: some results filed as inactive read as strong as hits
NTR1 agonist cell count 20 µM: second read-out of NTR1 agonist, no call of its own (marks repeat the call); cell count; measured here: cell count, cytotoxicity flag
Dengue-2 NS5 capping pilot replicate: second read-out of Dengue-2 NS5 capping, no call of its own (marks repeat the call); inhibition, %; measured here: pilot screen replicate inhibition
* = called active by the depositor; i = inactive; · = not tested or not shown; [ ] = remark or other dose.

SMILES	GPR55 beta-arrestin	GPR55 antagonists	K1F lysis inhibition	GPR35 arrestin U2OS	HIV peptide binding	Siah-1 displacement	NTR1 agonist	NTR1 agonist cell count 20 µM	Dengue-2 NS5 capping	AID2073	others
CCc1cccc(CC)c1NC(=S)NCC(c1cccnc1)N(C)C (configuration not stated)	0.2%	-7%	0.1%	-11%	-0.6%	7%	0.7	83	13%	-5%
CCOc1ccccc1-n1c(=S)sc2c(=O)n(-c3ccc(F)cc3)c(SCC(=O)O)nc21	0.0%	-12%	0.1%	9%	3.1%	8%	-0.3	96	-4%	-7%
O=C(NCCc1ccccc1)c1cc(=O)c2ccccc2o1	-0.1%	-3%	0.1%	5%	0.7%	-3%	-0.4	88	-6%	4%
Cc1ccc(-n2nc3c(=O)n(CCCC(=O)NCc4ccc(Cl)cc4)nc(C)c3c2C)cc1	-0.1%	-13%	0.1%	42%	-0.6%	2%	-0.5	46	-6%	-5%
Cc1ccc(/C(O)=C2\C(=O)C(=O)N(C)C2c2ccc(Br)cc2)cc1 (configuration not stated)	-0.2%	4%	-0.1%	2%	-1.7%	4%	0.3	56	0%	-2%
O=C(NCCCCc1ccccc1)C1CC(c2ccc([N+](=O)[O-])cc2)=NO1 (configuration not stated)	-0.1%	13%	1.3%	15%	5.8%	0%	3.3	91	-8%	1%
COc1ccccc1C(=O)N1CCNC(=O)C1CC(=O)Nc1ccc(Cl)cc1 (configuration not stated)	-0.2%	14%	0.4%	-1%	-1.2%	8%	1.8	61	·	-2%
CC1CN=C(Nc2cccc(S(=O)(=O)N(C)C)c2)S1 (configuration not stated)	1.2%	8%	-0.6%	-14%	-1.6%	2%	1.0	35	2%	-1%
O=S(=O)(O)c1nc2ccccc2n1Cc1ccccc1	-0.1%	0%	0.1%	10%	5.3%	2%	0.1	75	-3%	10%
CN(C)c1nnnn1-c1ccc(Oc2ncc(C(F)(F)F)cc2Cl)cc1	0.0%	-6%	0.6%	6%	-0.2%	-1%	3.4	29	·	6%
Cc1nc2nc(C)c(CCC(=O)N3CCOCC3)c(C)n2n1	-0.1%	-1%	0.0%	8%	2.7%	3%	0.9	77	-2%	19%
COc1ccc(C2NC(=O)c3ccccc3O2)c(OC)c1OC (configuration not stated)	-0.2%	7%	-0.2%	22%	0.1%	2%	2.2	81	7%	1%
O=C(O)COc1c(-c2ccccc2)oc2ccccc2c1=O	-0.2%	-2%	-1.4%	6%	0.3%	1%	0.3	94	-6%	-16%
COCCN(C(=S)Nc1c(C)cccc1C)C(C)c1cccs1 (configuration not stated)	-0.6%	17%	0.1%	3%	-1.6%	17%	0.8	53	-6%	-8%
COc1ccc(C2=C(Nc3ccc(F)cc3)c3ccccc3C2=O)cc1	-0.3%	-2%	0.3%	-8%	-0.9%	2%	0.0	47	6%	4%
O=C(NC(Cc1c[nH]c2ccccc12)C(=O)O)/C(=C/c1ccc(F)cc1)NC(=O)c1ccccc1 (configuration not stated)	-0.1%	14%	-0.8%[50 µM]	1%	4.3%	-1%	0.8	45	1%	17%
Cc1oc(-c2ccccc2F)nc1CS(=O)(=O)CC(=O)NCCCN(C)C1CCCCC1	0.0%	10%	0.1%	-10%	-1.2%	-1%	0.1	93	-1%	1%
O=C(N/N=C/c1cccnc1)c1ccc(NC(=O)C(c2ccccc2)c2ccccc2)cc1	0.1%	8%	2.7%[50 µM]	4%	1.7%	-9%	2.1	69	2%	3%
CCN1C(=O)CC(C(=O)NCCc2ccc(S(N)(=O)=O)cc2)SC1=Nc1ccc(OC)cc1 (configuration not stated)	-0.3%	1%	-0.5%	-22%	0.7%	0%	0.9	28	-2%	9%
COc1cc(C(=O)Nc2ccc(S(=O)(=O)N3CCCCC3C)cc2)cc(OC)c1OC (configuration not stated)	-0.1%	0%	0.1%	-12%	-4.0%	3%	1.2	82	-7%	4%
COC(=O)Cn1c(=O)c(C)nc2ccccc21	0.5%	-5%	0.3%	0%	-0.8%	-2%	0.7	63	-5%	8%
CSc1ccccc1C(=O)Nc1ccccc1C	-0.1%	-3%	0.2%	-4%	-1.1%	2%	1.7	95	-12%	-4%
COc1cc2c(cc1OC)CN(C(=O)NS(=O)(=O)c1ccc(C)cc1)CC2	1.2%	12%	0.1%	0%	-3.7%	-7%	-1.9	74	-7%	6%
COc1ccc(N=C2SCC(c3ccc(C)cc3)=NN2CCO)cc1	-0.2%	1%	-2.7%	6%	-0.3%	3%	3.1	52	8%	-10%
CCOC(=O)C1=C(O)CSC1=Nc1cccc(Cl)c1	-0.3%	15%	0.7%	3%	8.0%	3%	0.4	45	-5%	-5%

For reference, two of the compounds above.
SMILES	GPR55 beta-arrestin	GPR55 antagonists	K1F lysis inhibition	GPR35 arrestin U2OS	HIV peptide binding	Siah-1 displacement	NTR1 agonist	NTR1 agonist cell count 20 µM	Dengue-2 NS5 capping	AID2073	others
COc1ccc(N=C2SCC(c3ccc(C)cc3)=NN2CCO)cc1	-0.2%	1%	-2.7%	6%	-0.3%	3%	3.1	52	8%	-10%
CCOC(=O)C1=C(O)CSC1=Nc1cccc(Cl)c1	-0.3%	15%	0.7%	3%	8.0%	3%	0.4	45	-5%	-5%

Remaining list, next part.
SMILES	GPR55 beta-arrestin	GPR55 antagonists	K1F lysis inhibition	GPR35 arrestin U2OS	HIV peptide binding	Siah-1 displacement	NTR1 agonist	NTR1 agonist cell count 20 µM	Dengue-2 NS5 capping	AID2073	others
COc1ccc(N2C(=O)C3C4C=CC(C5CC45)C3C2=O)c([N+](=O)[O-])c1 (configuration not stated)	-0.1%	5%	-0.2%	-3%	-2.5%	7%	-0.2	55	1%	-2%
CCNC(=S)NNC(=O)c1csc2c1CCC(C)C2 (configuration not stated)	0.6%	5%	1.1%	-6%	-3.4%	-3%	-1.3	53	-3%	-44%
NS(=O)(=O)c1cccc(NC(=O)CC(NC(=O)c2ccccc2Cl)c2ccccc2)c1 (configuration not stated)	0.0%	-7%	-0.1%	-3%	-1.7%	-5%	-1.1	80	-13%	7%
CCc1c(-c2ccccc2)nc(N)c(C#N)c1-c1cccs1	-0.1%	30%	1.5%	-5%	-1.2%	1%	22	67	-4%	4%	Dengue-2 NS5 capping pilot replicate=-4.6
COc1cc(C(=O)OCC(=O)c2c(N)n(C)c(=O)n(C)c2=O)ccc1OCCC(C)C	0.2%	-8%	0.3%	4%	-0.5%	0%	1.7	34	-1%	32%
Cc1ccccc1OCC(O)CN1CCN(CCN2C(=O)c3cccc4cccc(c34)C2=O)CC1 (configuration not stated)	-0.6%	1%	0.2%	-12%	-1.7%	8%	-0.8	79	-4%	1%
COC(=O)c1ccccc1NC(=O)CN1CCC(n2nnc3cc(F)ccc32)CC1	0.0%	16%	0.2%	11%	2.4%	4%	0.3	63	-3%	11%
CCCCNCCOCCOc1ccc(C)cc1[N+](=O)[O-]	0.3%	3%	0.2%	12%	-1.0%	3%	0.1	88	8%	-1%
O=C1CCCN1CCC1CCN(C2CC(=O)N(c3ccc(F)cc3)C2=O)CC1 (configuration not stated)	-0.1%	-3%	0.2%	10%	-0.9%	2%	0.1	66	-6%	13%
Nc1ccc(S(=O)(=O)Nc2ccc(S(N)(=O)=O)cc2)cc1	0.1%	-5%	4.3%	-2%	-0.2%	i	0.0	48	-3%	5%
O=C(CSc1nnc(CNc2ccccc2)o1)N1CCc2ccccc21	-0.3%	4%	5.1%	-1%	-1.2%	-4%	4.4	63	-15%	3%
COc1ccc(NC(=O)c2cccc(S(=O)(=O)N3CCOCC3)c2)cn1	-0.1%	11%	0.6%	9%	3.7%	3%	-1.8	28	4%	-5%
CSCC[C@H](NC(=O)C1CCN(S(=O)(=O)c2ccc(C)cc2)CC1)C(=O)NCC1CCCO1 (some centres not stated)	-0.3%	-4%	0.0%	-4%	0.8%	-2%	-1.2	80	-5%	-8%
O=C(Nc1cccc2c1CCCC2)C1CCN(c2nnnn2-c2ccccc2)CC1	0.2%	4%	0.2%	7%	2.2%	-2%	3.0	56	-2%	25%
Cc1cccc(N(C(=O)Cn2nnc(-c3ccccc3F)n2)C(C(=O)NC(C)(C)C)c2ccncc2)c1 (configuration not stated)	0.6%	14%	-1.9%	-2%	0.0%	0%	-0.5	88	-1%	5%
C[C@@H]1C[C@H]2[C@@H]3CCC4=CC(=O)C=C[C@]4(C)[C@@]3(F)[C@@H](O)C[C@]2(C)[C@H]1C(=O)CO	-0.2%	5%	7.2%	-8%	-0.4%	4%	1.2	50	-5%	-6%
CCCSc1nc2c(c(=O)n1-c1ccc(OCC)cc1)SCC2	-0.1%	-5%	1.4%	1%	-0.1%	1%	0.6	83	-3%	2%
COc1cc(CO)cc(-c2cc(CO)cc(OC)c2OC)c1OC	0.2%	6%	1.2%	-14%	-1.4%	-1%	-0.8	41	2%	-3%
CC1(C)CC2(CCCN(CC(O)(c3ccccc3)c3ccccc3)C2)CCO1 (configuration not stated)	-0.1%	-3%	0.3%	7%	0.8%	-5%	4.9	56	-6%	7%
CC1(C)Cc2ccccc2-c2nc(-c3ccccc3)oc(=O)c21	-0.1%	4%	0.2%	-2%	5.5%	2%	1.7	53	-5%	-6%
Cc1cc(C(=O)OCC(=O)NCc2ccco2)c(C)o1	0.7%	6%	0.1%	1%	1.3%	-1%	-1.4	57	4%	6%
Cc1c(C(=O)OCC(=O)N2CC(C)OC(C)C2)oc2ccc(Br)cc12 (configuration not stated)	-0.1%	12%	0.4%	1%	-1.5%	-3%	-0.4	79	-9%	-2%
CNc1ncc(C(=O)c2ccc(F)cc2)s1	-0.3%	-2%	-0.3%	-16%	-0.4%	0%	-0.5	51	-2%	13%

Reprinted at random: 5 records from the list.
SMILES	GPR55 beta-arrestin	GPR55 antagonists	K1F lysis inhibition	GPR35 arrestin U2OS	HIV peptide binding	Siah-1 displacement	NTR1 agonist	NTR1 agonist cell count 20 µM	Dengue-2 NS5 capping	AID2073	others
CSCC[C@H](NC(=O)C1CCN(S(=O)(=O)c2ccc(C)cc2)CC1)C(=O)NCC1CCCO1 (some centres not stated)	-0.3%	-4%	0.0%	-4%	0.8%	-2%	-1.2	80	-5%	-8%
O=C1CCCN1CCC1CCN(C2CC(=O)N(c3ccc(F)cc3)C2=O)CC1 (configuration not stated)	-0.1%	-3%	0.2%	10%	-0.9%	2%	0.1	66	-6%	13%
Cc1cccc(N(C(=O)Cn2nnc(-c3ccccc3F)n2)C(C(=O)NC(C)(C)C)c2ccncc2)c1 (configuration not stated)	0.6%	14%	-1.9%	-2%	0.0%	0%	-0.5	88	-1%	5%
CCc1c(-c2ccccc2)nc(N)c(C#N)c1-c1cccs1	-0.1%	30%	1.5%	-5%	-1.2%	1%	22	67	-4%	4%	Dengue-2 NS5 capping pilot replicate=-4.6
CC1(C)CC2(CCCN(CC(O)(c3ccccc3)c3ccccc3)C2)CCO1 (configuration not stated)	-0.1%	-3%	0.3%	7%	0.8%	-5%	4.9	56	-6%	7%
